hcGAS lum – inhibitors of human cGAS. recombinant h-cGAS, ATP depletion, Kinase-Glo luminescence. inhibition, % at 12.5 µM. hit rate 0.081% among 290,000. Q8N884;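 note: 0% = vehicle reaction and 100% = reaction without DNA for no activity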
Target sequence (Q8N884 whole entry, looked up): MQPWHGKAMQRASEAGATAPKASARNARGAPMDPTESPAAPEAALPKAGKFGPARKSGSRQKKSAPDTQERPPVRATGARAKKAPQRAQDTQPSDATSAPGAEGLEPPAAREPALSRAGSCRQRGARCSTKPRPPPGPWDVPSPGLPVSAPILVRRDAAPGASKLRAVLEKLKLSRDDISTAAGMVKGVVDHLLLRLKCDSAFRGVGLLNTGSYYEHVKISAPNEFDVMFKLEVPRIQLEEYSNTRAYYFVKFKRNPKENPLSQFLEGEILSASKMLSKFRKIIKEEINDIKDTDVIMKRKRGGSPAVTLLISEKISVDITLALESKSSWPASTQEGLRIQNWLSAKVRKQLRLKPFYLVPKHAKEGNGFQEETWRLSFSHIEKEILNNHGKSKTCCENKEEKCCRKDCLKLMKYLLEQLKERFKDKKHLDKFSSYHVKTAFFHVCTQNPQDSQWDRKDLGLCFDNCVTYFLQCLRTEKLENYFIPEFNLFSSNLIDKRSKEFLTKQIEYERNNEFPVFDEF
NPYLR7 agonist – activates Aedes aegypti NPYLR7 receptor. HEK293T NPYLR7/Galpha15, GCaMP6s calcium fluorescence. activation, % at 10 µM. hit rate 0.15% among 270,000. AID 1259423; in the data active = activation above about 40%;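 note: 0% = vehicle and 100% = reference agonist at the receptor; some compounds past the cut are filed as inactive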
mcGAS inh – mouse cGAS inhibition by luminescence; Q8C6L5; hit rate 0.15% among 160,000; recombinant cGAS, Kinase-Glo ATP depletion luminescence; AID 1259399; inhibition, % at 12.5 µM;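 note: 0% = negative control wells and 100% = reference inhibitor with no enzyme activity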
An asterisk follows results filed as active; . = no result given; & = joins results of further samples. Cut-off read from the data, not from the text of the source, unless noted: active = inhibition above about 40%; inactive = the rest. These rows are one share of the data; count on the stated rates, not on these rows.

SMILES | hcGAS lum | NPYLR7 agonist | mcGAS inh
CN1CC(=O)N(Cc2ccc(Cn3nc(C(=O)Nc4ccccc4-n4cccc4)c4ccccc43)cc2)c2ccccc2C1=O | -6.7 | -2.1 | -3.6
Cn1cc(C2=CCN(CCSc3ccccc3)CC2)cn1 | -3.7 | -7.0 | .
Cc1cc2oc(=O)cc(-c3cc4ccccc4o3)c2cc1OC(=O)N(C)C | -2.2 | 0.0 | -2.4
C=CCN(C1=NCCN1)c1c(Cl)cccc1Cl | -2.0 | -0.9 | -4.3
O=P(NS(=O)(=O)c1ccc(Cl)cc1)(Oc1ccccc1)Oc1ccccc1 | -10.1 | 3.4 | -4.8
O=c1n(Cl)c(=O)n(Cl)c(=O)n1Cl | 0.6 | -7.1 | .
CN1C[C@@H](Oc2ccccn2)[C@H]2C[C@@H]1Cc1c2oc2ccccc12 | -0.7 | -8.5 | -3.4
CCCN(CCC)[C@@H]1CCc2cccc(O)c2C1 | 3.7 | -5.5 | -0.4
COc1ccc(CCN(C)CC(C#N)CCC#N)cc1OC (stereo not drawn) | -16.8 | 4.4 | .
C#C[C@H]1CN2CC[C@H]1C[C@@H]2CNC(=O)CC(C)(C)CC(=O)O | -5.0 | -8.9 | -7.7
Cc1cccc(-n2nc(-c3ccccc3)c3c2N(CC(=O)NC2CC2)C(=O)CSC3c2ccc3c(c2)OCO3)c1 (stereo not drawn) | 1.2 | 8.5 | -0.8
Cc1ccccc1NC(=O)CC(=O)N1C[C@H]2C[C@@H](C1)c1cccc(=O)n1C2 | -3.5 | -6.2 | -15.7
O=C(NC1CCCc2ccccc21)C(C1CCCC1)N1CCN(C(=O)COc2ccc(Cl)cc2)CC1 (stereo not drawn) | -4.9 | -0.3 | -5.5
CC1=C(O)C(=O)[C@@H]2O[C@@H]2C1=O | -3.6 | -2.5 | .
CC(C)(C)c1nn(-c2cccc(Cl)c2)c2c1C(c1ccc3c(c1)OCO3)SCC(=O)N2CC(=O)O (stereo not drawn) | -1.0 | -2.4 | -4.1
Oc1ccc2c3c1O[C@H]1c4[nH]c5c(c4C[C@@]4(O)[C@@H](C2)N(CC2CC2)CC[C@]314)C[C@@]1(O)[C@H]2Cc3ccc(O)c4c3[C@@]1(CCN2CC1CC1)[C@H]5O4 | -5.8 | -0.5 | -4.0
Cc1nc(CN2C[C@H](c3ccccc3)[C@@H]3[C@H]2C2CCN3CC2)co1 | -9.2 | 2.4 | .
CCCNC(=O)CN1C(=O)CSC(c2cccc(Cl)c2)c2c(-c3ccccc3)nn(-c3ccc(OC)cc3)c21 (stereo not drawn) | -2.6 | 27.8 | -3.1
Cc1ccc(CN(Cc2ccc3c(c2)OCO3)C(=O)CN(CCN2CCOCC2)C(=O)COc2ccccc2)o1 | -1.6 | 10.5 | -5.0
CC(Cc1ccccn1)N(C)Cc1ncc[nH]1 (stereo not drawn) | 1.0 | 5.1 | -17.3
C[C@@H]1C[C@@H]([C@H](O)CC2CC(=O)NC(=O)C2)C(=O)[C@@H](C)C1 | -2.8&-5.6 | -8.0&0.8 | -4.7
O=C(Cc1ccc(F)cc1)N1CCN(C(c2ccccc2)c2ccc(Br)cc2)CC1 (stereo not drawn) | -5.0 | -1.1 | -7.3
O=C(Nc1ccc(Cl)c([N+](=O)[O-])c1)c1cccn(Cc2cccc(F)c2)c1=O | -5.3 | 8.6 | .
CN1CCN2CCN(C3CCNCC3)CC2C1=O (stereo not drawn) | -6.2 | 5.8 | -16.2
COCCOCC(=O)N1CCC2(CCCNC2)C1 (stereo not drawn) | -2.7 | 3.0 | -14.4

(more compounds)
SMILES | hcGAS lum | NPYLR7 agonist | mcGAS inh
Cc1ccccc1C1SCC(=O)N(CC(=O)NCc2ccco2)c2c1c(C(C)(C)C)nn2-c1cccc(F)c1 (stereo not drawn) | -2.7 | 18.9 | -1.4
CN(CCc1ccccn1)C(=O)C1CC2(CCNCC2)CN1 (stereo not drawn) | 4.2 | 2.3 | .
COc1ccc(-n2nc(C(C)(C)C)c3c2N(CC(=O)O)C(=O)CSC3c2ccccc2Cl)cc1 (stereo not drawn) | -2.6 | 2.4 | -3.8
COC(=O)c1ccc(OC(C)C(=O)Nc2ccc(C#N)c(Cl)c2)c(OC)c1 (stereo not drawn) | -4.5 | -3.9 | -16.1
N#Cc1ccc(COC(CN2CCN(C(=O)COc3ccc(Cl)cc3)CC2)c2cccc(N3CCCC3)c2)cc1 (stereo not drawn) | -1.8 | . | -5.1
COc1ccc2[nH]cc(CCN(Cc3ccccc3)Cc3ccccc3)c2c1 | 7.4 | 11.1 | 5.5
CN(C)C(=O)c1ccc(-c2cccc3c2CCNC3)nc1 | -8.9 | 17.8 | -20.2
O=P(Nc1ccccc1F)(Oc1ccccc1F)Oc1ccccc1F | -3.0 | 40.0 | .
CC(C)S(=O)(=O)N1CCCC2(CCNC2)C1 (stereo not drawn) | -4.2 | 9.7 | .
COc1ncc(C(=O)N2CCN3CCN(C)C(=O)C3C2)cn1 (stereo not drawn) | -4.5 | 3.6 | .
COc1ccccc1CC(=O)N1CCN(Cc2cccc(-c3noc(C4CCCC4)n3)c2)CC1 | -1.1 | 2.5 | -5.0
Cc1ccc(C(CN)N(C)C)cc1 (stereo not drawn) | -4.5 | -0.4 | -8.3
CCn1c(C)cc2c(c1=O)C1(C(=O)N(C)c3ccccc31)C(C(=O)OC)C(=N)O2 (stereo not drawn) | 1.4 | -6.1 | -8.8
C=C1C2CC[C@H]3[C@]4(C)C[C@H](OC5OC(CO)C(OS(=O)(=O)O)C(OS(=O)(=O)O)C5OC(=O)CC(C)C)C[C@@H](C(=O)O)[C@H]4CC[C@]3(C2)[C@H]1O (stereo partly drawn) | -2.2 | -7.3 | -2.4
Cc1ccnc(-n2cc(C3=CCN(CC(=O)Nc4ccn(C)n4)CC3)cn2)c1 | -8.2 | 4.0 | -6.4
COCCNC(=O)CN1C(=O)CSC(c2ccc3c(c2)OCO3)c2c(C(C)(C)C)nn(C(C)(C)C)c21 (stereo not drawn) | 2.5 | -3.6 | 1.5
N#Cc1ccc(NC(=O)C(=O)Nc2nc(C3CC3)cs2)cc1Cl | -6.5 | 9.0 | .
COc1ccc(OC)c(C2SCC(=O)N(CC(N)=O)c3c2c(C(C)(C)C)nn3-c2cccc(C)c2)c1 (stereo not drawn) | -7.1 | -5.9 | -5.4
O=C1Nc2ccccc2C12CCN(Cc1ccc3c(c1)OCCO3)CC2 | -3.0 | -1.4 | .
CCC(NCCOC)c1nc2ccccc2c(=O)n1-c1cccc(Cl)c1 (stereo not drawn) | -2.6 | 3.7 | .
CCN(CC)P1(=S)c2c(C)nn(-c3ccccc3)c2N=C(c2ccc(F)cc2)N1C (stereo not drawn) | -5.4 | -0.7 | -3.9
O=c1c2ccccc2[se]n1-c1ccccc1 | -1.0&0.4&4.1 | -1.6&19.5&-6.6 | -5.0&-1.8
CN(CCc1ccccc1)C1CCCN(C(=O)COc2ncnc3ccccc23)C1 (stereo not drawn) | -9.2 | -2.2 | -11.1
CC[C@@H](CO)NC(=O)[C@@H]1C=C2c3cccc4[nH]cc(c34)C[C@H]2N(C)C1 | -5.5&-4.2&-4.8&-1.2 | -4.7&3.2&10.6 | -2.8
O=C(Nc1cc(F)ccc1F)N1CCN(CCOC(c2ccc(F)cc2)c2ccc(F)cc2)CC1 | -9.8 | 3.3 | -8.1

Rewritten with values under each structure: five of the compounds above
Values run as follows: hcGAS lum	NPYLR7 agonist	mcGAS inh
> C=C1C2CC[C@H]3[C@]4(C)C[C@H](OC5OC(CO)C(OS(=O)(=O)O)C(OS(=O)(=O)O)C5OC(=O)CC(C)C)C[C@@H](C(=O)O)[C@H]4CC[C@]3(C2)[C@H]1O (stereo partly drawn)
→ -2.2	-7.3	-2.4
> Cc1ccnc(-n2cc(C3=CCN(CC(=O)Nc4ccn(C)n4)CC3)cn2)c1
→ -8.2	4.0	-6.4
> COCCNC(=O)CN1C(=O)CSC(c2ccc3c(c2)OCO3)c2c(C(C)(C)C)nn(C(C)(C)C)c21 (stereo not drawn)
→ 2.5	-3.6	1.5
> N#Cc1ccc(NC(=O)C(=O)Nc2nc(C3CC3)cs2)cc1Cl
→ -6.5	9.0	.
> COc1ccc(OC)c(C2SCC(=O)N(CC(N)=O)c3c2c(C(C)(C)C)nn3-c2cccc(C)c2)c1 (stereo not drawn)
→ -7.1	-5.9	-5.4

Following part.
SMILES | hcGAS lum | NPYLR7 agonist | mcGAS inh
Cc1ccccc1OCC(=O)N1CCN(Cc2cccc(-c3noc(-c4cccnc4)n3)c2)CC1 | -9.5 | 3.3 | -8.2
CCOC(=O)c1cncn1C(C)c1ccccc1 (stereo not drawn) | -6.8&-5.7 | -1.2 | .
c1cncc([C@H]2CCCCN2)c1 | -7.4 | -1.0 | -5.8
CCn1cnnc1CCNC(C)Cc1ccccc1F (stereo not drawn) | -8.3 | 12.8 | .
CCc1cnc(C)nc1N(C)Cc1cnc(NC)nc1 | -4.0 | 2.4 | .
CC1C(c2cccs2)=[N+]([O-])C(C)(C(=O)c2ccc(F)cc2)N1O (stereo not drawn) | -1.6 | -11.7 | .
N#CC1C(=N)Oc2c(c(=O)oc3ccccc23)C1c1ccc([N+](=O)[O-])o1 (stereo not drawn) | -6.8 | -11.6 | 58.6*
COc1ccc(CC(=O)N2CCN(Cc3cccc(-c4noc(-c5cccnc5)n4)c3)CC2)cc1 | -5.0 | 3.5 | -6.3
CC(C)Oc1cccnc1N(C)C1CCN(Cc2ccc(I)cc2)CC1 | 2.3 | 3.7 | -3.2
COc1cccc(CC(=O)N2CCN(C(C)c3ccccc3)CC2)c1 (stereo not drawn) | 1.1 | -5.0 | 1.1
C=CCOC(=O)c1cc(-c2ccc(C=C3C(=O)NC(=S)NC3=O)o2)ccc1Cl | 2.9 | -7.7 | 4.6
COc1ccc(CC(=O)N2CCN(Cc3cccc(-c4noc(-c5cccc(Cl)c5)n4)c3)CC2)cc1 | -2.9 | 5.3 | -4.6
CC1(C)CC2=NN(c3ccccc3)P(=S)(N3CCCCC3)C2=C(N2CCCCC2)C1 (stereo not drawn) | -6.1 | 3.6 | .
Cc1ccc2sc(N3CCNCC3)nc2c1C | -13.0 | -2.1 | .
O=C(O)c1ccc(CN2CCN(CCOC(c3ccccc3)c3cccc(C(F)(F)F)c3)CC2)o1 (stereo not drawn) | -4.1 | 26.3 | -7.8
CNCC(C)c1ccccc1 (stereo not drawn) | 1.6 | -21.9 | .
Cc1ccc(C)c(NC(=O)c2cc3cccnc3n(Cc3ccccc3F)c2=O)c1 | -15.2 | 17.6 | .
O=C(O)CNC(=O)c1c(O)c2ccccc2n(Cc2ccccc2)c1=O | -4.4 | -0.8 | -4.9
CC(C)(C)c1nn(-c2cccc(Cl)c2)c2c1C(c1cccc(F)c1)SCC(=O)N2CC(=O)O (stereo not drawn) | 1.1 | -6.2 | -3.4
COc1ccc(CN2CCN(C(=O)Cc3ccc4c(c3)CCC4)CC2)cc1OC | -6.1 | -1.1 | -17.6
NC1(c2ccc(Br)cc2)CC1 | -15.3 | -3.3 | .
C[N+]1(CCC(C(N)=O)(c2ccccc2)c2ccccc2)CCCCC1 | -5.5 | -13.9 | .
CON(C)S(=O)(=O)c1ccc(Cn2nc(C(=O)NCCc3cccnc3)c3ccccc32)cc1 | -5.0 | 6.4 | -4.6
CCN1C[C@@]2(C)CC[C@H](OC)[C@@]34C1C1(OCO[C@@]15C[C@H](OC)[C@H]1C[C@]3(O)C5[C@H]1O)[C@@H](O)C24 | -2.0 | . | -3.3
CCCCCCC(C)OC(=O)COc1ccc(Cl)cc1Cl (stereo not drawn) | -3.7 | 0.9 | .
CC1(C)COP(=S)(OC2COC3C(OP4(=S)OCC(C)(C)CO4)COC23)OC1 (stereo not drawn) | -4.3 | 3.9 | .
COCCCNC(=O)CN1C(=O)CSC(c2cccc(Cl)c2)c2c(-c3ccccc3)nn(-c3ccc(F)cc3)c21 (stereo not drawn) | -3.1 | 20.6 | -4.4
COc1ccc2c(c1OC)CN1CCc3cc4c(cc3C1C2)OCO4 (stereo not drawn) | -9.8&4.1 | -9.9&12.3 | -4.9&1.1
CN1C[C@@H]2CC[C@H](CC1=O)N2Cc1cnc(-c2ccco2)nc1 | 1.3 | -2.7 | .
O=C(NCC1CCCO1)C(C1CCCC1)N1CCN(C(=O)Cc2ccccc2)CC1 (stereo not drawn) | 2.4 | -9.4 | 0.3

Part of the list above, with two lines to a compound:
Screens in order: hcGAS lum | NPYLR7 agonist | mcGAS inh
> COc1ccc(CC(=O)N2CCN(Cc3cccc(-c4noc(-c5cccc(Cl)c5)n4)c3)CC2)cc1
    -2.9 | 5.3 | -4.6
> CC1(C)CC2=NN(c3ccccc3)P(=S)(N3CCCCC3)C2=C(N2CCCCC2)C1 (stereo not drawn)
    -6.1 | 3.6 | .
> Cc1ccc2sc(N3CCNCC3)nc2c1C
    -13.0 | -2.1 | .

Molecules above that contain bromine (2):
SMILES | hcGAS lum | NPYLR7 agonist | mcGAS inh
O=C(Cc1ccc(F)cc1)N1CCN(C(c2ccccc2)c2ccc(Br)cc2)CC1 (stereo not drawn) | -5.0 | -1.1 | -7.3
NC1(c2ccc(Br)cc2)CC1 | -15.3 | -3.3 | .

Compound activity (PubChem)
